High-throughput results from PubChem BioAssay.
CXXC DNA block = inhibitors of human MLL CXXC domain-DNA interaction; MLL-CXXC / FITC-HOXA9 DNA fluorescence polarization; Potency, µM (titrated, usually from 115 µM), inactives show at the top dose activity change, negative = inhibition, hits mostly inhibitors; actives 0.037% (n = 290,000); AID 2662; Q03164; active means well fitted inhibition curve with a large enough effect in the polarisation, with a control signal flat, not every such curve was filed as active; inconclusive means small, poorly fitted or top-dose-only effect, or effect the other way, or a change in a side signal; inactive means no such curve, though single readings can be large or run the other way; the % refers to the polarisation; further: potency means the concentration at half of the fitted maximal effect
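Purified MLL-CXXC (added from a 7 uM solution) was preincubated 5 min at ambient with pinned compounds in 50 mM Tris-HCl pH 7.5, 50 mM NaCl, 1 mM DTT, 0.05% BSA. Fluorescein-labeled HOX-A9 DNA (50 nM solution) followed, 30 min, then polarization read.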
BRCA1 expr act = activators of BRCA1 expression | MCF7-BRCA1-FFLuc reporter, luminescence, 48 h; response scale: scaled: vehicle 0%, 10 µM genistein 100% | Potency, µM (series often up to 46.1 µM), for the others: top-dose activation, usual class: activators | AID 624202 | actives 1.1% (n = 380,000); further: potency means the concentration at half of the fitted maximal effect; nearly all actives have a fitted effect of over 80% in size; some results filed as inactive show a strong effect at the top dose
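Reporter cells (MCF7, BRCA1 promoter-firefly luciferase) received library compounds across a concentration series for 48 h. End-point luminescence was measured and concentration-effect curves derived after normalization.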
TCR act = T cell receptor activation; primary human leukocytes, anti-CD3, IL-2 HTRF, 48 h; Potency, µM (highest dose often 9.22 µM), for inactives: top-dose activation of IL-2 secretion, hits mostly activators; 330,000 tested, under 10 active; AID 504894; further: % of control where 0% means no effect
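Human primary leukocytes + a-CD3 beads + cpd, 48 hr; IL-2 in supernatant by HTRF (ex 320nm / em 665nm). No co-stimulatory signal supplied.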
p53 reactivation = re-activators of mutant p53; H1299 p53-A138V BP100-luciferase reporter, luminescence, 24 h; AID 504706; Potency, µM (series often up to 92.2 µM), without a hit: at the top dose activity change, positive = activation, hits mostly activators; actives 0.063% (n = 320,000); further: potency means the concentration at half of the fitted maximal effect; % of control where 0% means no effect; nearly all actives have a fitted effect of over 45% in size
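p53-null H1299 cells stably carrying temperature-sensitive p53-A138V and a BP100-luciferase reporter were pinned with compounds (4-point, 1:5 series) and held 24 hrs at 37 deg C. Luminescence was read 10 min after detection reagent.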
TRPV1 ag = activates the human vanilloid receptor TRPV1. Q8NER1. TRPV1-expressing cells, Fluo-8 calcium influx, agonist mode. activation, % at 8.33 µM. actives 0.19% (n = 320,000); in the data active means activation above about 80%; inconclusive means between about 30% and that limit; further: 0% is about no effect
Target sequence (Q8NER1 whole entry, looked up): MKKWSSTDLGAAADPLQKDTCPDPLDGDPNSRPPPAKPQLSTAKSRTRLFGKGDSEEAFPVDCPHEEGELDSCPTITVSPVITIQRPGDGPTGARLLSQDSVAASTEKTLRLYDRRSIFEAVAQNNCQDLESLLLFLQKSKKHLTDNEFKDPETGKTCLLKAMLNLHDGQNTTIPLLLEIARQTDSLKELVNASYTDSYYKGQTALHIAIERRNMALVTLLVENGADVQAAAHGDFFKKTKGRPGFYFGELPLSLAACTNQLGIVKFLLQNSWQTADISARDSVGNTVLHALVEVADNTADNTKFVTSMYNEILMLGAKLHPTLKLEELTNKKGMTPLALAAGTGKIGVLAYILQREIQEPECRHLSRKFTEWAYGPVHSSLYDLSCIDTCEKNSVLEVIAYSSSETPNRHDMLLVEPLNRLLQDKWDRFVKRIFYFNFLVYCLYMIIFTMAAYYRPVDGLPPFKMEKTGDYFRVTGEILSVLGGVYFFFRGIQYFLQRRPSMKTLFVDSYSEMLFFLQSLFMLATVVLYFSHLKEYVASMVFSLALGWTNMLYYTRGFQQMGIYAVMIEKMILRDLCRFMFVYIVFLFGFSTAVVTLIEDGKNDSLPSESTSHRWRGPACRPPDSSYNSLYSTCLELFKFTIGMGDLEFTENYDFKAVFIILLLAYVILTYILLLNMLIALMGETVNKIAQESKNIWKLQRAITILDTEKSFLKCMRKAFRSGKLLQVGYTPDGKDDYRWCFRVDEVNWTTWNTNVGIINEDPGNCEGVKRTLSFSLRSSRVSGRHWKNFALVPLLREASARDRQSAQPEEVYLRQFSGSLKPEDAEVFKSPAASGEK
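Fluo-8 calcium influx in TRPV1-expressing cells, kinetic read (ex 480/em 520 nm). Compound added and read 3 min for agonist activity, followed by capsaicin at EC20 final and 2 min further read for enhancement.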
A-T KAP1 phos = potential ataxia-telangiectasia treatments restoring KAP-1 phosphorylation. […] A-T fibroblasts, KAP-1 phosphorylation AlphaLISA; neocarzinostatin DNA damage 30 min before lysis. Potency, µM (top dose mostly 57.5 µM), for inactives: at the top dose activation, actives largely listed as activators. actives 0.19% (n = 320,000). AID 485349; further: potency means the concentration at half of the fitted maximal effect; % of control where 0% means no effect; nearly all actives have a fitted effect of over 45% in size
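ATM-like activity read as KAP-1 phosphorylation via AlphaLISA donor/acceptor antibody pairs after lysis and 6 hr at 25C. Cells were ATM-null patient fibroblasts ([…], hTERT), dosed 60 min, then exposed to the DSB inducer NCS for 30 min.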
Integrin act MD = integrin-mediated muscular dystrophy alleviation activation | alpha7betagal myoblasts, beta-gal FDG fluorescence, 48 h | Potency, µM (titrated, usually from 38.3 µM), for inactives: top-dose activation, usual class: activators | actives 0.064% (n = 350,000);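 further: potency means the concentration at half of the fitted maximal effect; 100% = response of the positive control SU9516; nearly all actives have a fitted effect of over 60% in size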
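Alpha7betagal+/- myoblasts (passage 13) were plated 16-24 hr, then exposed to compounds (1:260 dilution of DMSO stock) for 48 hours at 37C. After MPER lysis, β-galactosidase reporter activity was read as FDG fluorescence (ex 480/em 540) after 30 minutes.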
B2AR arrestin = recruits beta-arrestin to the human beta2-adrenergic receptor. Potency, µM (highest dose often 46.1 µM), inactives show at the highest dose activation, actives largely listed as activators. beta-arrestin recruitment to beta2AR, cell-based reporter. AID 492947. actives 0.02% (n = 330,000);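 further: potency means the concentration at half of the fitted maximal effect; 0% = DMSO controls and full agonism = EC100 isoproterenol or metaproterenol; nearly all actives have a fitted effect of over 65% in size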
TSG101-PTAP inh = blocks PTAP/TSG101 interaction to inhibit HIV-1 budding. 340,000 tested, under 10 active. Potency, µM (titrated, usually from 115 µM), without a hit: at the highest dose activity change, negative = inhibition, actives largely listed as inhibitors. Q99816. Fluorescence polarization, FITC-PTAP peptide / Tsg101 binding; active means well fitted inhibition curve with a large enough effect in the main read-out, with a control signal flat, not every such curve was filed as active; inconclusive means small, poorly fitted or top-dose-only effect, or effect the other way, or a change in a side signal; inactive means no such curve, though single readings can be large or run the other way; further: potency means the concentration at half of the fitted maximal effect; % of control where 0% means no effect
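Tsg101 binding domain (10 uM final) was mixed with compound and a FITC-labeled PTAP peptide (50 nM final) in HEPES pH 7.5 buffer with NaCl, Tween 20, EDTA and TCEP; fluorescence polarization was read after 20 min at r.t.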
ELG1 DNA repair = inhibitors of ELG1-dependent DNA repair in HEK293T cells; actives 2.3% (n = 330,000); Potency, µM (series often up to 46.1 µM), for inactives: at the highest dose activity change, negative = inhibition, hits mostly inhibitors; HEK293T ELG1-luciferase reporter, luminescence, 16 h; DNA damage induced by 5-fluorouridine; further: potency means the concentration at half of the fitted maximal effect; on the % scale 0 is the no-effect control and ±100 the full control effect; nearly all actives have a fitted effect of over 55% in size
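Quantitative HTS, concentration-response format. 2,000 cells/well co-treated with 5-fluorouridine and compound, 16 hr in 5% CO2 at 37 °C; ONE-Glo luminescence read after 30 min.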
An asterisk follows results filed as active; ? = inconclusive; . = no result given; [ ] = dose if it differs, or a comment. Unless noted, the call rests on the fitted dose curve; in most records, active means well fitted curve in the direction sought with a large enough effect; inconclusive means small, poorly fitted or top-dose-only effect, or another doubt; inactive means no such curve, though single readings can be large; an effect the other way counts as inactive or inconclusive.

SMILES | CXXC DNA block | BRCA1 expr act | TCR act | p53 reactivation | TRPV1 ag | A-T KAP1 phos | Integrin act MD | B2AR arrestin | TSG101-PTAP inh | ELG1 DNA repair
CCCCSCCCNC(=O)c1ccc2c(c1)N(CC)C(=O)c1ccccc1S2=O (stereo not given) | -3% | -38% | 2% | -5% | 1 | -3% | 0% | -0.7% | -1% | -16%
Cc1nnsc1C(=O)Nc1ccc(S(=O)(=O)N2CCCC(C)C2)cc1 (stereo not given) | 32%[activator] | -30% | 5% | 1% | 21 | 0% | 11% | -0.4% | 0% | -17%
COc1ccc(C(C#N)C2(C)OCCO2)cc1OC (stereo not given) | -3% | -2% | -1% | 2% | -1 | 10% | 29% | 0.3% | 0% | 4%
C[C@@H]1CN([C@@H](C)CO)C(=O)c2cccc(NS(=O)(=O)c3cccs3)c2O[C@H]1CN(C)Cc1ccc(C(F)(F)F)cc1 | . | -16% | -1% | -2% | . | 3% | 28% | -3.7% | -1% | 15%
CC(C)C(=O)N[C@@H]1c2ccccc2CC[C@@H]1O | . | 0% | 2%[46.1 µM] | 3% | . | -6% | 27% | 3.0% | -5% | 17%
CCOc1ccc(N(CC(=O)NCCSc2ccccn2)S(C)(=O)=O)cc1 | 2% | 0% | -5% | -1% | 0 | 4% | -2% | -0.2% | -5% | -14%
Cc1cccn2c(=O)nc(SCC(=O)N3N=C(c4cccs4)CC3c3ccc(F)cc3)nc12 (stereo not given) | . | -62% | -5% | -5% | 0 | -1% | -15% | -0.3% | 1% | ?
CCCCOc1ccc(C(=O)N/C(=C\c2cccc([N+](=O)[O-])c2)C(=O)OCCC)cc1 | -1% | 26% | -5% | -8% | -9 | 5% | -3% | -0.6% | 1% | 0%
COc1ccc(Cn2c(=O)[nH]c3cc(C(=O)N4CCN(Cc5ccccc5)CC4)ccc3c2=O)cc1 | -4% | -64%[inhibitor] | 3% | -9% | 0 | 5% | -14% | 0.2% | -5% | ?
CCOC(=O)c1sc(NC(=O)C2CC(=O)N(c3ccc(OCC)cc3)C2)nc1C (stereo not given) | 1% | -5% | -1% | -5% | 28 | 2% | 1% | -0.2% | -4% | -15%

The list goes on, starting with the last 2 of the part before.
SMILES | CXXC DNA block | BRCA1 expr act | TCR act | p53 reactivation | TRPV1 ag | A-T KAP1 phos | Integrin act MD | B2AR arrestin | TSG101-PTAP inh | ELG1 DNA repair
COc1ccc(Cn2c(=O)[nH]c3cc(C(=O)N4CCN(Cc5ccccc5)CC4)ccc3c2=O)cc1 | -4% | -64%[inhibitor] | 3% | -9% | 0 | 5% | -14% | 0.2% | -5% | ?
CCOC(=O)c1sc(NC(=O)C2CC(=O)N(c3ccc(OCC)cc3)C2)nc1C (stereo not given) | 1% | -5% | -1% | -5% | 28 | 2% | 1% | -0.2% | -4% | -15%
CCCc1nc(SCC(=O)Nc2nnc(CC)s2)c2c(=O)n(C)c(=O)n(C)c2n1 | 23% | -10% | -2% | -1% | 3 | -1% | -13% | 0.0% | -2% | ?
CC(CNC(=O)Cn1ccc2cc(S(=O)(=O)N3CCCC3)ccc21)c1ccccc1 (stereo not given) | 2% | 2% | -8% | -9% | 1 | -4% | 0% | -0.1% | 0% | -11%
O=C1CC(N2CCC(C(=O)N3CCCCC3)CC2)C(=O)N1 (stereo not given) | 1% | -18% | -3% | 19% | 0 | 12% | 7% | -0.7% | -6% | 13%
CC(=O)N1CCc2c(sc(NC(=O)CCS(=O)(=O)c3ccccc3)c2C(N)=O)C1 | ? | -43% | -2% | -4% | -1 | -5% | -22% | -0.9% | -8% | 2%
Fc1ccccc1/C=N/n1c(COc2ccccc2)n[nH]c1=S | -6% | -4% | 6% | 0% | 19 | -5% | -14% | 3.8% | -2% | -22%
COc1ccc(CN(Cc2cc3cc(OC)c(OC)cc3[nH]c2=O)C(=O)NC2CCCCC2)cc1 | 7% | -7% | 0% | 4% | 0 | 1% | 7% | -0.8% | -3% | -6%
Cc1c(C)n2c(SCC(=O)Nc3ccc4c(c3)OCCO4)nnc2[nH]c1=O | . | 7% | -2% | -1% | -2 | 13% | -4% | -0.6% | -7% | 6%
COC(=O)c1c(C)[nH]c(C(=O)OCC(=O)c2ccc(C)s2)c1C | . | 109% | 2%[46.1 µM] | ? | . | -3% | 0% | ? | -1% | ?
O=C(NCc1ccncc1)C(=O)Nc1nccs1 | -9% | 4% | 1% | -1% | -1 | -5% | 12% | -0.6% | 0% | -7%
O=C(CCN1CCN(c2ccccc2)CC1)Nc1cccc(Br)c1 | -1% | -7% | 8% | -3% | 7 | -1% | -6% | 0.1% | -4% | ?

Another view of 3 compounds above:
O=C(NCc1ccncc1)C(=O)Nc1nccs1
  CXXC DNA block: -9%
  BRCA1 expr act: 4%
  TCR act: 1%
  p53 reactivation: -1%
  TRPV1 ag: -1
  A-T KAP1 phos: -5%
  Integrin act MD: 12%
  B2AR arrestin: -0.6%
  TSG101-PTAP inh: 0%
  ELG1 DNA repair: -7%
O=C(CCN1CCN(c2ccccc2)CC1)Nc1cccc(Br)c1
  CXXC DNA block: -1%
  BRCA1 expr act: -7%
  TCR act: 8%
  p53 reactivation: -3%
  TRPV1 ag: 7
  A-T KAP1 phos: -1%
  Integrin act MD: -6%
  B2AR arrestin: 0.1%
  TSG101-PTAP inh: -4%
  ELG1 DNA repair: ?
Cc1c(C)n2c(SCC(=O)Nc3ccc4c(c3)OCCO4)nnc2[nH]c1=O
  CXXC DNA block: .
  BRCA1 expr act: 7%
  TCR act: -2%
  p53 reactivation: -1%
  TRPV1 ag: -2
  A-T KAP1 phos: 13%
  Integrin act MD: -4%
  B2AR arrestin: -0.6%
  TSG101-PTAP inh: -7%
  ELG1 DNA repair: 6%

(listing goes on)
SMILES | CXXC DNA block | BRCA1 expr act | TCR act | p53 reactivation | TRPV1 ag | A-T KAP1 phos | Integrin act MD | B2AR arrestin | TSG101-PTAP inh | ELG1 DNA repair
CC(=O)Nc1cc(C(=O)N2CCN(C)CC2)ccc1S(=O)(=O)c1ccc(C)cc1 | -9% | 4% | -11% | 0% | -7 | . | 11% | -0.1% | 0% | 0%
CN1CCCN(C(=O)c2cc(-c3cccc4ccccc34)nc3ccccc23)CC1 | 13% | 0% | -5% | -10% | 6 | 10% | -41% | 1.0% | -4% | -22%
CC(C)CC(N)C(=O)OCc1ccc([N+](=O)[O-])cc1 (stereo not given) | 5% | 1% | -6% | -1% | . | 12% | 5% | -0.6% | -1% | ?
CCOC(=O)CC1=CCc2c1ccc(OC)c2OC | . | 15% | 3% | . | . | . | 25% | . | 0% | .
NC(=O)C1(N2CCCCC2)CCN(Cc2nc(-c3cccs3)no2)CC1 | -8% | -1% | 1% | -2% | -5 | -2% | 11% | 0.1% | 1% | 12%
CN(C(=O)COC(=O)C1CCN(S(=O)(=O)c2c(Cl)cccc2Cl)CC1)C1CCS(=O)(=O)C1 (stereo not given) | . | -1% | 6% | 2% | 6 | 5% | -14% | -0.3% | -3% | 6%
CN(C)c1ccc(NC(=O)CN2C(=O)c3ccccc3C2=O)cc1 | 5% | -14% | 1% | 2% | 2 | 6% | -10% | -1.1% | 1% | 12%
Cc1ccc(N2C(=O)CSC2c2ccc3c(c2)OCO3)cc1 (stereo not given) | -4% | -4% | -9% | -6% | -1 | 4% | -9% | -0.1% | 3% | 2%
CCCC(=O)Nc1ccc(C(=O)NNC(=O)c2cccs2)cc1 | -10% | 2% | 0% | 1% | 0 | -3% | 0% | -0.2% | 1% | 17%
O=C(O)c1ccc(N2CC3CC(C2)c2cccc(=O)n2C3)c(NS(=O)(=O)c2cccc(C(F)(F)F)c2)c1 (stereo not given) | 7% | 0% | 11% | -1% | 2 | 1% | -16% | 0.0% | 0% | -12%
COCCCNC(=O)COc1ccc(Br)cc1Cl | 10% | 13µM* | 0%[46.1 µM] | ? | -3 | 5% | 9% | -1.7% | -4% | ?
CC1CCC(C(C)C)C(OP(=O)(c2ccccc2)C(O)c2ccncc2)C1 (stereo not given) | 12% | -12% | 4% | -1% | 23 | 4% | -11% | 0.0% | -4% | -14%
CC(=O)N[C@H]1C[C@@H]1c1ccccc1 | -1% | 3% | 2% | -5% | -3 | -4% | 4% | -0.3% | -2% | 23%
COc1ccc(OC)c(Nc2nc(N(C)c3ccccc3)nc(N)c2[N+](=O)[O-])c1 | 4% | -53% | 4% | 9% | 7 | -6% | 26% | -0.1% | 1% | ?
CCN1CCN(CCCNC(=O)C2CCN(c3nnc(-n4c(C)ccc4C)s3)CC2)CC1 | . | 0% | 1% | 26% | -1 | 0% | 11% | 0.1% | -2% | ?
CC(=O)C(Sc1nc(NC(C)(C)C)nc(N(C)C)n1)C(C)=O | 4% | 15% | 3% | 1% | 28 | 13% | -24% | -0.2% | 2% | 11%
Cc1ccc(-c2cc(-c3nnc(SCC(=O)NC(C)C(C)C)n3N)c3ccccc3n2)cc1 (stereo not given) | -4% | 2% | 1% | 4% | -2 | -8% | -11% | -0.9% | -3% | -9%
